DT40 TDP1 no CPT = qHTS for Inhibitors of human tyrosyl-DNA phosphodiesterase 1 (TDP1): qHTS in cells in absence of CPT; 15% of 420,000 active; Potency, µM (titrated, usually from 46.2 µM), inactives show at the top dose activity change, negative = growth inhibition, actives largely listed as inhibitors; DT40 Tdp1-/- hTDP1 cells, no CPT, ATP luminescence, 48 h; AID 686978, 2013; also: nearly all actives have a fitted effect of over 55% in size
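Camptothecin absent (DMSO only). Human TDP1-complemented DT40 knockout cells, 400 cells/well, 37 °C for minimum 48 hr; ATP measured via CellTiter-Glo, 30 min dark incubation, luminescence.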
TDP1 block = blocks human tyrosyl-DNA phosphodiesterase 1; Q9NUW8; recombinant TDP1, AlphaScreen DNA substrate cleavage; Potency, µM (top dose mostly 130 µM), for inactives: at the top dose activity change, negative = inhibition, most hits filed as inhibitors; 0.28% of 350,000 active; also: nearly all actives have a fitted effect of over 40% in size
Target sequence (Q9NUW8 whole entry, looked up): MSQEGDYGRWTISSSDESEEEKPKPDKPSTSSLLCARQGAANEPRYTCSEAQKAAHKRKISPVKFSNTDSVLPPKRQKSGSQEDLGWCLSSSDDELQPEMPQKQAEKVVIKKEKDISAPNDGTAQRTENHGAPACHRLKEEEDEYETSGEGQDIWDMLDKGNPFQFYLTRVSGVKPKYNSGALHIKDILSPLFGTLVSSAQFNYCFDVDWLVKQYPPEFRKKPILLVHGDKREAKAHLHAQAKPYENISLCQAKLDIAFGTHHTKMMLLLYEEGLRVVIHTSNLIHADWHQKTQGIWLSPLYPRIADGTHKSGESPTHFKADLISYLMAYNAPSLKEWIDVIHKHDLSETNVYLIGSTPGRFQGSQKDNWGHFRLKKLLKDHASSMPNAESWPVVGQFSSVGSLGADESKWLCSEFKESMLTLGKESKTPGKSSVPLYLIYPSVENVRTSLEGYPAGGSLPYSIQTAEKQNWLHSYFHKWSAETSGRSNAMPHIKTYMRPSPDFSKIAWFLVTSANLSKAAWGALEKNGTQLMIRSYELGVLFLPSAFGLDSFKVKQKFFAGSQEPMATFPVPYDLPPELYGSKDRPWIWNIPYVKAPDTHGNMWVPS
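E. coli-derived human Tdp1, 1 nM final. Cpd preinc 15 min RT; substrate 15 nM final, 5 min RT; AS bead mix 10 ug/ml final, 10 min RT. Signal loss = tyrosine-FITC cleavage. No-enzyme wells = max signal.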
TDP1 cell CPT = DT40-hTDP1 cell growth loss with CPT. chicken DT40 Tdp1-/-;hTDP1 cells + 20 nM CPT, ATP luminescence, 48 h. Potency, µM (highest dose often 46.2 µM), inactives show at the top dose activity change, negative = growth inhibition, usual class: inhibitors. 12% of 420,000 active; also: nearly all actives have a fitted effect of over 55% in size
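Chicken DT40 Tdp1-/- cells stably complemented with human TDP1 were seeded at 400 cells/well in medium containing 20 nM camptothecin, exposed to pin-transferred compounds, and grown at 37 °C for at least 48 hr. Viability was read as ATP luminescence.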
Active calls of the source: *; ? = inconclusive; / = not tested or not shown; [ ] = remark or other dose. Calls follow the shape of the dose curve; as a rule, active = well fitted curve in the direction sought with a large enough effect; inconclusive = small, poorly fitted or top-dose-only effect, or another doubt; inactive = no such curve, though single readings can be large; an effect the other way counts as inactive or inconclusive. % is scaled to controls: 0 for no effect and ±100 for the full control effect; potency is read from the fitted curve at half-maximal effect.

Every second line gives: DT40 TDP1 no CPT, TDP1 block, TDP1 cell CPT
- CCc1nc2c(cnn2-c2ccc(Cl)cc2)c(=O)n1-c1ccc2c(c1)OCCO2
    18µM*, 4%, ?
- COc1ccc(-c2ccc3oc(-c4ccsc4)cc(=O)c3c2)cc1F
    -8%, 0%, -24%
- CC(C)CCNC(=O)C(=O)NCc1ccccc1
    -4%, 1%, 10%
- CCN1CCN(c2c(Cl)cccc2NC(=O)c2ccco2)CC1
    ?, 0%, -21%
- Cc1ccc2c(c1)c(=O)c(C(=O)c1ccncc1)cn2CC(=O)Nc1ccc(C(C)C)cc1
    -18%, 8%, -19%
- COc1cccc(C(=O)Nc2ncc3c(n2)CC(C)(C)CC3=O)c1
    16µM*, 3%, ?
- NC(=O)NCCCC(=O)OCC(=O)c1ccc2ccccc2c1
    -1%, 5%, -2%
- Cc1ccc(N2CC(=O)Nc3c(sc4nc(C)cc(C)c34)C2=O)cc1
    -30%, 0%, -16%
- CCOC(=O)/C(C#N)=C1/SC(C)C(=O)N1c1ccc(Br)cc1 (stereo not given)
    -12%, 6%, 0%
- Cn1c(=O)[nH]c(=O)c2[nH]cnc21
    -4%, 10%[56.1 µM], -12%
- COc1cc2c(cc1OC)CN(C(=O)CCNC(=O)c1ccccc1Cl)CC2
    5%, 0%, -14%
- CC1=C(C(=O)Nc2ccc(C)cc2)C(c2ccccc2Cl)n2nnnc2N1 (stereo not given)
    -14%, -2%[12.3 µM], -17%
- CCCCNC(=O)COC(=O)c1cc(C)nc2ccccc12
    -1%, 1%, 6%
- COc1ccc(Cn2c(=S)[nH]c3cc(OC)c(OC)cc3c2=O)cc1
    ?, -10%, 14%
- CC(NC(=O)CN(C)S(=O)(=O)c1cnc[nH]1)c1ccccc1 (stereo not given)
    3%, 0%, -9%
- COc1ccc(NC(=O)OCCn2c([N+](=O)[O-])cnc2C)cc1
    5%, 3%, 2%
- NC(=O)CSc1nnc2ccc(-c3ccc(F)cc3)nn12
    1%, -3%, ?
- Cn1c(=O)c2cc(S(=O)(=O)N3CCOCC3)ccc2n(C)c1=O
    1%, 9%, -20%
- O=C(NCCCN1CCN(c2ccccc2)CC1)c1ccc2nc(Cc3ccccc3)oc2c1
    8.2µM*, 5%, 12µM*
- COC1CCCN(C(=O)c2ccc3oc(Cc4ccc(Cl)cc4)nc3c2)C1 (stereo not given)
    ?, 4%, -17%

Later entries.
Every second line gives: DT40 TDP1 no CPT, TDP1 block, TDP1 cell CPT
- COc1ccc(NC(=O)C2CCN(S(C)(=O)=O)CC2)cc1OC
    -16%, /, -9%
- CC(C)c1ccc(C(=O)NNC(=O)c2ccncc2)cc1
    -2%, 9%, -7%
- COC(=O)C1=C(C)N(C(C)C)C(=O)C1(NC(=O)C1CCCCC1)C(F)(F)F (stereo not given)
    -13%, -1%, -18%
- CCN(CC)C(=O)COc1ccc2oc(-c3ccco3)cc(=O)c2c1
    6%, /, -5%
- COc1cccc(-c2cc(C(=O)N3CCOCC3)no2)c1
    -13%, 10%, 0%
- O=c1c2[nH]c3ccc(F)cc3c2ncn1C1CCCCC1
    -21%, 0%, -3%
- COc1ccc(Cl)cc1NC(=O)N1CCN(Cc2cc(=O)n3nc(-c4ccccc4)sc3n2)CC1
    -23%, 8%, -14%
- Brc1ccccc1C1CC(c2ccccc2)=Nc2ccccc2N1 (stereo not given)
    ?, 5%, -8%
- Cn1c(=O)c2cc(NC(=O)CCc3cccc(Cl)c3)ccc2n1Cc1cccc(C(F)(F)F)c1
    -24%, /, -20%
- COc1ccc(NC(=S)N(CCCN2CCCC2)Cc2ccco2)cc1
    -5%, 5%, 2%
- CC(=NCc1ccco1)C1=C(O)c2ccccc2C1=O
    -23%, 4%, -25%
- COC(=O)Cc1c(C)c2ccc(OCC(=O)N3CCC(C)CC3)c(C)c2oc1=O
    15µM*, 6%, 13µM*
- CCOc1ccc(S(=O)(=O)N2CCOCC2)cc1NC(=O)CN1C(=O)NC(CC)(c2ccccc2)C1=O (stereo not given)
    3%, 2%, 9%
- O=C(CSc1nccn1-c1ccccc1)N1CCc2ccccc21
    -21%, 5%, -22%
- COc1ccc(C(=O)Nc2nc3ccc4nc(C)sc4c3s2)cc1
    -21%, -14%, -2%
- COc1ccc(CN2CCNC(=O)C2CC(=O)N(C)C2CCOCC2)cc1OC (stereo not given)
    -6%, /, -2%
- CC1(C)Cc2nc3nc(SCC(=O)NCCc4ccccc4)n(-c4ccccc4)c(=O)c3cc2CO1
    -16%, 5%, -13%
- Cc1nc(N2CCOCC2)c2c(C)c(C(=O)Nc3ccccc3Cl)sc2n1
    ?, 5%, -13%
- Cc1ccc(OCCNC(=O)c2cc(=O)[nH]c3ccccc23)cc1
    -30%, 1%, 1%
- C=CC[C@@H](CC(=O)N[C@H](CO)Cc1ccccc1)C(=O)N[C@H](COC(=O)[C@@H](CC=C)Cc1ccc(F)cc1)Cc1ccccc1
    15µM*, 0%, 23µM*

(cont.)
Every second line gives: DT40 TDP1 no CPT, TDP1 block, TDP1 cell CPT
- COCCN1C(=O)c2oc3c(C)cc(C)cc3c(=O)c2C1c1cccc(O)c1 (stereo not given)
    ?, -10%, -26%
- COc1ccccc1CC(=O)NCCc1ccccc1
    23%, 1%, -2%
- C=CCNc1nc(C(=O)OCC(=O)NCc2ccccc2OC)cs1
    -6%, /, -2%
- O=[N+]([O-])c1cccc(/C=N\N2CCN(c3ccc(Cl)cc3)CC2)c1
    ?, -3%, -15%
- CC(c1ccon1)N(C)C(=O)c1ccc2nc(Cc3cccc(Cl)c3)oc2c1 (stereo not given)
    ?, 0%, ?
- CN(C)c1cc[n+](CC(=O)Nc2cccc([N+](=O)[O-])c2)cc1
    3.3µM*, /, ?
- COc1ccc(-c2nnc(SCC(=O)N3CCOCC3)o2)cc1
    -5%, 4%, 3%
- COc1cccc(CNC(=O)CCC2CCCN(C(=O)c3ccc(C)nc3)C2)c1 (stereo not given)
    -2%, 3%, -6%
- Cc1cc(S(=O)(=O)N2CCC3(CC2)OCCN3S(=O)(=O)c2cccs2)ccc1F
    -29%, -3%[0.505 µM], -24%
- CC(=O)c1ccc(OCC(=O)NCC2(N3CCCCC3)CCCCC2)cc1
    18%, 0%, 6%
- c1ccc2nc(N3CCOCC3)c(N3CCCC3)nc2c1
    -26%, /, -8%
- O=C(/C=C/c1ccccc1)NCCS(=O)(=O)N1CCN(c2ccccc2F)CC1
    ?, /, -13%
- CCOCc1c(C(=O)NCc2ccccc2CN2CCCC2)oc2ccccc12
    ?, 1%, ?
- CC1(C)CC(NC(=O)CC(c2ccccc2)c2ccccc2)CC(C)(C)N1
    -5%, -11%, -3%
- C[C@@H]1CN([C@@H](C)CO)C(=O)CCCn2nncc2CO[C@@H]1CN(C)S(=O)(=O)c1cccs1
    ?, /, 13%
- CCOC(=O)N1CCC(N2CC34C=CC(O3)C(C(=O)Nc3ccc(F)cc3)C4C2=O)CC1 (stereo not given)
    -7%, 1%, 4%
- COc1ccc(OC)c(Cc2nnc(CCC(=O)NCc3nc4ccccc4s3)o2)c1
    -3%, 8%, -1%
- Cc1ccc(-c2nc(NCc3ccc(F)cc3)n(S(C)(=O)=O)n2)cc1
    ?, 0%, -3%
- CCOC(=O)c1cccc(NC(=O)c2c(NCc3ccccc3)[nH]c(=O)[nH]c2=O)c1
    ?, /, ?
- O=C(CNC(=O)c1ccc(Br)o1)NCc1ccccc1Cl
    -3%, 4%, 11%

Profiles, quoted from the list. Order of values: DT40 TDP1 no CPT	TDP1 block	TDP1 cell CPT
O=C(CNC(=O)c1ccc(Br)o1)NCc1ccccc1Cl across the screens: -3%	4%	11%
Cc1ccc(-c2nc(NCc3ccc(F)cc3)n(S(C)(=O)=O)n2)cc1 across the screens: ?	0%	-3%
c1ccc2nc(N3CCOCC3)c(N3CCCC3)nc2c1 across the screens: -26%	/	-8%

Next section:
Every second line gives: DT40 TDP1 no CPT, TDP1 block, TDP1 cell CPT
- CCOC(=O)CCc1c(C)c2ccc(OCc3nn[nH]n3)c(C)c2oc1=O
    18%, -6%, 3%
- CCc1ccccc1NC(=O)Cn1nnc(-c2nc(-c3ccc(C)cc3)no2)c1N
    -1%, 8%, -22%
- O=C(NCCc1ccccc1)c1c[nH]c2ccccc2c1=O
    ?, /, -15%
- CCC1(c2ccc(F)cc2)NC(=O)N(CC(=O)Nc2cc(C)on2)C1=O (stereo not given)
    1%, 0%, -14%
- O=C(COc1ccc(F)cc1)N(CC1=CCS(=O)(=O)C1)c1ccccc1
    -26%, 2%, -21%
- Cc1ccc(NC(=O)c2ccc3[nH]c(=O)c(=O)[nH]c3c2)nc1
    -1%, -2%, -10%
- COc1ccc(C)cc1-n1nnnc1SCn1nnc2ccccc2c1=O
    16µM*, 2%, 16µM*
- O=C(c1ccccc1)c1c[nH]c(C(=O)C(Cl)(Cl)Cl)c1
    ?, 5%, ?
- CC(C)(C)c1ccc(OCC(=O)N/N=C/c2cc(Br)ccc2OC(=O)c2ccco2)cc1
    4.1µM*, 4%, 4.6µM*
- NC(=O)c1ccsc1NC(=O)COC(=O)COc1ccc(C=O)cc1
    15%, -3%, -1%
- CN1CCN(CC(O)COC(c2ccc(Cl)cc2)c2ccc(Cl)cc2)CC1 (stereo not given)
    ?, /, ?
- COc1cccc(OC)c1C(=O)Nc1cccc(-c2nc3cc(C)cc(C)c3o2)c1
    7.3µM*, 2%, 13µM*
- Cc1ccc(C(=O)/C=C/c2ccc(-c3ccccc3[N+](=O)[O-])o2)cc1
    18µM*, 8%, ?
- COCCNC(=O)c1ccc(NC(=O)C2(c3ccccc3)CCCC2)cc1
    2%, -2%, -3%
- O=C(COC(=O)C1CCN(c2ccc(C(F)(F)F)cn2)CC1)Nc1cc(F)ccc1F
    -5%, -4%, -21%
- COC(=O)c1ccc(CSc2ncnc3c2sc2nc(N4CCOCC4)c4c(c23)CCCC4)o1
    18µM*, /, ?
- O=C(Nc1cccc(-c2cccc(F)c2)c1)C1CCN(CC2CCOC2)CC1 (stereo not given)
    ?, 4%, ?
- C=CCN1C(=O)C2(OCCCO2)c2cc(Cl)ccc21
    3%, 1%, -15%
- Cn1c(=O)c2c(SCC(=O)N3CCCC3)nc(-c3ccccc3)nc2n(C)c1=O
    -4%, 3%, 1%
- NC(=O)c1ncn([C@@H]2O[C@H](CNS(=O)(=O)c3cc(S(=O)(=O)c4ccccc4)cs3)[C@@H](O)[C@H]2O)n1
    -5%, /, -10%

More results:
Every second line gives: DT40 TDP1 no CPT, TDP1 block, TDP1 cell CPT
- CC(C)(C)C(=O)NC(C(N)=O)=C(Cl)Cl
    -5%, 0%, -20%
- COc1ccc(-c2c(C#Cc3ccsc3)c3cc(-c4ccc5c(c4)OCO5)ccc3n2C)cc1
    -19%, 0%, -28%
- COc1ccc(NC(=O)C2CC(=O)OC23CCOC(C)(C)C3)cc1 (stereo not given)
    1%, 1%, 12%
- CC(C)c1c(C(=O)N/N=C/C2CC=CCC2)nnn1-c1nonc1N (stereo not given)
    14%, 0%, -3%
- O=C(Nc1ccccc1)Nc1nc(-c2ccc(F)c(F)c2)cs1
    2.9µM*, /, 5.8µM*
- Cc1cn(CC(=O)NCCCN2CCCC2=O)c(=O)[nH]c1=O
    -4%, /, 7%
- COc1ccc(NC(=O)CCNS(=O)(=O)c2cccc(C(C)=O)c2)cc1S(N)(=O)=O
    4%, 8%[0.0935 µM], -6%
- Cc1ccccc1N(CC(=O)NC1CCCCC1)C(=O)CNC(=O)c1cccs1
    ?, 6%[0.0935 µM], -21%
- O=C(CN1CCN(c2ccc(F)cc2)CC1)NCc1cccs1
    -10%, /, -7%
- COc1ccccc1/C=C/C(=O)NC(=S)N(C)C1CCCCC1
    -23%, 10%, -11%
- Nc1nc(NCCOCCO)nc(N2CCCCCC2)c1[N+](=O)[O-]
    -18%, /, -1%
- CN(C(=O)CC1C(=O)NCCN1Cc1ccccc1C(F)(F)F)C1CCOCC1 (stereo not given)
    21µM*, 1%, ?
- CC(C)(C)NC(=O)CSc1nnc(SCC(=O)NC(C)(C)C)s1
    2%, 2%, 17%
- CN(C(=O)COC(=O)c1ccccc1SCC(=O)N1CCCC1)C1(C#N)CCCCC1
    11%, 1%, 3%
- Cc1ccc(S(=O)(=O)N[C@H](CO)C(C)C)cc1
    -9%, /, 0%
- Cn1c(N2CCOCC2)c(/C=N/OC(=O)c2ccc(F)cc2)c2ccccc21
    2.9µM*, -12%, 3.7µM*
- CC1C(C)N(C(=O)CCCl)c2ccccc2N1C(=O)CCCl (stereo not given)
    -29%, /, -3%
- COc1ccc(S(=O)(=O)N2CCOC23CCN(S(=O)(=O)c2ccc([N+](=O)[O-])cc2)CC3)cc1
    ?, 6%, 12µM*

Just TDP1 cell CPT and DT40 TDP1 no CPT (2 entries from above):
mol	TDP1 cell CPT	DT40 TDP1 no CPT
Cn1c(N2CCOCC2)c(/C=N/OC(=O)c2ccc(F)cc2)c2ccccc21	3.7µM*	2.9µM*
CC1C(C)N(C(=O)CCCl)c2ccccc2N1C(=O)CCCl (stereo not given)	-3%	-29%
